GSTO1 counter: GSTO1 inhibition, counter-screen for RBBP9 inhibitors; recombinant GSTO1, activity-based probe fluorescence polarization; inhibition, % at 5.96 µM; 300,000 tested, 1.1% active; AID 1974;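 active = inhibition above the campaign mean inhibition plus 3 SD, cut at about 35% in these data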;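 also: 0% = GSTO1-1 with DMSO and 100% = wells lacking GSTO1-1 enzyme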
pPAFAH inh: pPAFAH (human) enzyme inhibition | recombinant pPAFAH, FP-rhodamine probe fluorescence polarization | Q13093 | 330,000 tested, 1.5% active | AID 463082 | inhibition, % at 3.39 µM;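 active = inhibition above the mean inhibition across the screen plus 3 SD, cut at about 25% in these data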;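 also: inhibitors block binding of the rhodamine activity-based probe so polarization drops; 0% = enzyme with DMSO and 100% = wells lacking pPAFAH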
Target sequence (Q13093 whole entry, looked up): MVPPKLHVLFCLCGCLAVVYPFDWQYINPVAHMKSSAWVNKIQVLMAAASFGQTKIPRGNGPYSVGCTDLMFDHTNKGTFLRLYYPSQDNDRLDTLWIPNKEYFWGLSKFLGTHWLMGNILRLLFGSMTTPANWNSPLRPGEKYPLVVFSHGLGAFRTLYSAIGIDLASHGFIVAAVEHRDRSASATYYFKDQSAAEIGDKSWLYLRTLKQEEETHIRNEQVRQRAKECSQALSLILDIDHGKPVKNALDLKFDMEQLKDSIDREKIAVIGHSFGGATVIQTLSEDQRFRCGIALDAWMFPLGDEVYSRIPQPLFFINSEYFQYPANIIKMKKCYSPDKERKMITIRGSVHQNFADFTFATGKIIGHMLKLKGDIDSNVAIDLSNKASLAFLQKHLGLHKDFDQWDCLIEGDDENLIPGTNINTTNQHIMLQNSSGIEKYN
PREPL inh: human PREPL enzyme inhibition; inhibition, % at 5.96 µM; Q4J6C6; AID 2751; recombinant PREPL, fluorescence polarization activity-based probe; 320,000 tested, 0.68% active; in the data active = inhibition above about 43%;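 also: 0% = enzyme with DMSO and 100% = wells lacking enzyme; many of its hits are not listed in these tables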
LYPLA2 counter: blocks human lysophospholipase 2, a PME1 counter-screen | O95372 | recombinant LYPLA2, FP-Rh probe fluorescence polarization | inhibition, % at 5.9 µM | 320,000 tested, 0.38% active | AID 2177;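 active = inhibition above the screen-wide mean plus 3 SD, limit set per campaign, cut at about 26% in these data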;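 also: 0% = LYPLA2 with DMSO and 100% = wells lacking LYPLA2 enzyme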
PAD4 FP inh: blocks human protein arginine deiminase 4 | Q9UM07 | recombinant PAD4, RCA probe fluorescence polarization | inhibition, % at 6.36 µM | 330,000 tested, 0.41% active;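 active = percent inhibition above a cutoff equal to the mean of all tested compounds plus 3 SD, cut at about 15% in these data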;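 also: 0% = PAD4 with RCA probe and DMSO and 100% = probe without PAD4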
Target sequence (Q9UM07 whole entry, looked up): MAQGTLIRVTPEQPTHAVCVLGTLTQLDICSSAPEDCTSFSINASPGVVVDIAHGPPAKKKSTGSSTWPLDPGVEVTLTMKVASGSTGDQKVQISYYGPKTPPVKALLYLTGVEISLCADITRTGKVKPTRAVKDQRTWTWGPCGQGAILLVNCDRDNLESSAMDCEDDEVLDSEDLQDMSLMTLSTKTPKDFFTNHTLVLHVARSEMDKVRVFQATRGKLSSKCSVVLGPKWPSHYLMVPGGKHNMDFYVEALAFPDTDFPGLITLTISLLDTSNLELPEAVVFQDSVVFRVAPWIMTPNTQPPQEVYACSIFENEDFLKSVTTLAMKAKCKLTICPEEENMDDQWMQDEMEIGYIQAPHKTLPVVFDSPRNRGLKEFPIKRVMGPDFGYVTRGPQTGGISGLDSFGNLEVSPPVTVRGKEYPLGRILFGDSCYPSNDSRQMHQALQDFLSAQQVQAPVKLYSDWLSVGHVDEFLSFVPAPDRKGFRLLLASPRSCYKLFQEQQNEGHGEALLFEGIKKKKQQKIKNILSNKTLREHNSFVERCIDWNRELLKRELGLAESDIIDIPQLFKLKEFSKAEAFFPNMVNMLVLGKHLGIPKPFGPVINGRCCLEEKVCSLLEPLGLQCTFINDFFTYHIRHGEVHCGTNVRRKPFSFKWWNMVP
PAFAH1B3 inh: inhibitors of human PAFAH1B3; Q15102; recombinant PAFAH1B3, FP-rhodamine probe, fluorescence polarization; inhibition, % at 3.39 µM; 340,000 tested, 0.28% active;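 active = inhibition above the screen-wide average of all tested compounds plus 3 SD, cut at about 25% in these data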;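 also: 0% = enzyme with DMSO only and 100% = wells lacking PAFAH1B3 protein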
PAFAH1B2 inh: inhibitors of human PAFAH1B2; inhibition, % at 3.39 µM; 340,000 tested, 1.2% active; AID 492953; recombinant PAFAH1B2, FP-rhodamine activity probe, fluorescence polarization;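 active = inhibition above the mean of all tested compounds plus 3 SD, cut at about 24% in these data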;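 also: 0% = enzyme with DMSO and 100% = wells lacking PAFAH1B2; many of its hits are not listed in these tables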
PME-1 inh: PME-1 (human) inhibition; inhibition, % at 5.9 µM; 320,000 tested, 0.53% active; Q9Y570; AID 2130; recombinant PME-1, FP-Rh probe fluorescence polarization;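 active = inhibition above the campaign mean of all compounds plus 3 SD, cut at about 26% in these data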;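 also: competitive labeling of PME-1 active site by serine hydrolase directed probe; 0% = PME-1 with DMSO and 100% = wells lacking PME-1 enzyme; inhibitors block probe labeling so polarization falls and inhibition rises; many of its hits are not listed in these tables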
LYPLA1 inh: counter-screen for PME1 inhibitors: inhibitors of human LYPLA1. O75608. recombinant LYPLA1, FP-Rh probe fluorescence polarization. inhibition, % at 5.9 µM. 320,000 tested, 0.16% active. AID 2174;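 active = inhibition above the mean of all tested compounds plus 3 SD, set per campaign, cut at about 14% in these data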;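 also: inhibitors block serine hydrolase probe labeling of LYPLA1 so polarization falls; 0% = enzyme with DMSO and 100% = wells lacking LYPLA1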
Active calls of the source: *; / = not tested or not shown. Not all compounds are listed; rates above refer to the full screens.

SMILES | GSTO1 counter | pPAFAH inh | PREPL inh | LYPLA2 counter | PAD4 FP inh | PAFAH1B3 inh | PAFAH1B2 inh | PME-1 inh | LYPLA1 inh
O=C(CCN1C(=O)C2C3CCC(C3)C2C1=O)OCC(=O)c1cccc([N+](=O)[O-])c1 (configuration not stated) | 17 | 0 | 14 | 6 | 5 | 7 | 4 | 4 | 0
CC(C)(C)NC(=O)C[C@H]1C[C@H](C(=O)N2CCOCC2)[C@@]2(CCC3CCCC3)c3[nH]c4ccc(Cl)cc4c3CCN2C1=O | / | 2 | / | / | -4 | 2 | 1 | / | /
Cc1cccc(NC(=O)c2sc3nc4c(c(-c5cccs5)c3c2N)CN(C)CC4)c1 | 6 | 12 | 41 | 2 | -5 | 4 | 1 | 3 | 0
O=C(NC1CCN(C(=O)NC2CCCCC2)CC1)c1ccco1 | 5 | -4 | 7 | -3 | 1 | 3 | -4 | 2 | -2
CCOc1ccc(-c2noc(-c3cccnc3)n2)cc1OC | 2 | 3 | 9 | 16 | 3 | 1 | 3 | -1 | 1
S=c1[nH]nc(-c2ccc3ccccc3n2)n1Cc1ccccc1 | -1 | 5 | -26 | 7 | 0 | 3 | 3 | 7 | -1
O=C(N/N=C/c1cn(Cc2ccccc2)c2ccccc12)c1ccncc1 | 8 | 1 | 31 | -2 | -2 | 14 | 10 | 7 | 4
CCOc1nc(Oc2cccc(C(=O)O)c2)nc(Oc2cccc(C(=O)O)c2)n1 | 1 | 2 | 0 | 1 | -8 | 8 | 2 | -3 | -1
CCc1ccc(C(=O)C(C)OC(=O)Cn2cnc3c2c(=O)n(C)c(=O)n3C)cc1 (configuration not stated) | -3 | -1 | 9 | -4 | -3 | 4 | 4 | -2 | 1
Cc1ccc(S(=O)(=O)N(CC(=O)N2CCC(C)CC2)c2cccc(C)c2)cc1 | -1 | 5 | 5 | 5 | 0 | 5 | -1 | 9 | 2
CCOc1ccc(C(=O)N/N=C/c2cc(Cl)ccc2[N+](=O)[O-])cc1 | -3 | 2 | 7 | 1 | -2 | -4 | -7 | -4 | -1
O=C(O)c1ccccc1N(Cc1ccccc1)C(=O)CO/N=C/c1ccccc1 | 3 | 2 | 1 | -1 | 0 | 0 | 9 | 5 | -1
O=C(O)c1ccc(O)c(N2C(=O)Nc3ccccc3N2O)c1 | 2 | 6 | 1 | 5 | 3 | 3 | 4 | -4 | 2
Cc1ccc(S(=O)(=O)CCC(=O)OCc2ccccc2F)cc1 | 9 | 8 | -34 | 0 | -2 | 6 | -1 | 1 | 0
CCN1CCN(c2ccc(S(=O)(=O)N3CCOCC3)cc2NC(=O)CCSC)CC1 | / | 4 | 1 | 1 | 4 | 7 | 6 | -3 | -1
CS(=O)(=O)N1CCC(Oc2ccccc2C(=O)N2CCC[C@H]2CO)CC1 | 1 | 4 | 1 | -10 | -1 | 9 | 5 | 2 | -5
O=C(NCc1ccccc1)c1ccc(OC2CSC2)cc1 | -1 | -5 | 11 | 8 | -1 | 9 | 3 | 1 | -1
O=C(CSc1nnc(C2COc3ccccc3O2)o1)N1CCN(c2ccccc2)CC1 (configuration not stated) | 3 | 13 | -5 | 8 | 0 | 2 | 6 | -2 | 5
Cc1ccc2nsnc2c1NC(=O)CCc1ccccc1 | -4 | 3 | 0 | 0 | -4 | 13 | 7 | -4 | 1
COc1cc(NC(=S)NC(=O)c2ccccc2F)ccc1NC(=O)c1ccco1 | 3 | 3 | -2 | -4 | -2 | -5 | -2 | -1 | -3
COc1ccc(/C=N/NC(=O)CN2CCN(Cc3ccccc3)CC2)cc1Br | 10 | -1 | 4 | 3 | 1 | 9 | 4 | 5 | 0
C=CCNC(=O)CC1C(=O)NCCN1Cc1ccc(-c2ccccc2)cc1 (configuration not stated) | 5 | 3 | 23 | 1 | 1 | 4 | 3 | 1 | 2
Nc1cnn(Cc2ccccc2F)c1 | 14 | 0 | 15 | 6 | -15 | 20 | 11 | 3 | 2
CCN(CC)C(=O)CSC(Nc1cccc(F)c1)=C(C#N)C#N | -19 | 7 | -1 | -18 | -31 | / | / | -5 | -12
COc1ccc(C(C)=O)cc1COC(=O)c1cnc(Cl)c(Cl)c1 | -6 | 3 | -7 | 7 | 0 | 10 | -1 | -7 | 1
Cc1ccc(NC(=O)CCNC(=O)c2ccc(Cl)cc2)cc1F | 6 | 2 | -15 | 9 | 4 | 3 | 1 | 6 | 3
CCC1=C(OC(=O)N(CC)CC)N2C(=O)OC(=NCC(=O)OC)[C@]2(Cc2ccccc2)[C@H]2C1=CC[C@H]1C(=O)N(c3ccccc3)C(=O)[C@H]12 | 0 | 4 | 15 | 2 | 0 | 6 | 0 | -3 | 3
CCCCn1c(N)c(N(Cc2ccccc2OC)C(=O)CN2C(=O)NC(C)(c3ccccc3)C2=O)c(=O)[nH]c1=O (configuration not stated) | 5 | -1 | 12 | 2 | 1 | 7 | 1 | 0 | -1
CC(=O)Nc1nc2ccccc2[nH]1 | 3 | 7 | 2 | 7 | -2 | 16 | 2 | -3 | 1
O=C(N/N=C/c1cccnc1)c1cc(-c2ccccc2Cl)nc2ccccc12 | -3 | -1 | 10 | 2 | 2 | 0 | -5 | 2 | 0
O=C(CCN1CCN(CCO)CC1)Nc1ccc(C2CCCC2)cc1 | 1 | 2 | -12 | -2 | 1 | 8 | 8 | -3 | -5
COc1ccccc1Cc1nc(-c2ccncc2)no1 | 6 | 4 | 12 | -5 | -3 | 13 | 8 | -2 | -2
Cc1cc(OCCCN2CCCC2)ccc1Cl | 4 | 3 | 7 | 2 | 3 | 9 | -4 | -8 | 5
Cc1cccc2cc(CN(C(=S)NCC(C)C)C3CCCC3)c(=O)[nH]c12 | 8 | 9 | 0 | 1 | 1 | -2 | -1 | 1 | -2
CC(C(=O)N1CCc2ccccc21)N(C)CC(=O)Nc1ccc(F)cc1 (configuration not stated) | / | -1 | -9 | -1 | 1 | 7 | 5 | 1 | 0
CCOc1ccc(/C=C2\NC(=S)NC2=O)cc1 | 3 | 1 | -2 | -14 | -2 | 9 | 5 | -11 | -4
Cc1cccc(C)c1NC(=O)CNC(=O)c1ccc(NS(=O)(=O)c2ccc3[nH]c(=O)[nH]c3c2)cc1 | -9 | -1 | -3 | 1 | -6 | 4 | 3 | -2 | 0
COc1cccc(CN2CC(C(=O)NCCN3CCOC3=O)CCC2=O)c1 (configuration not stated) | -2 | -3 | 1 | -1 | 5 | 6 | 3 | 2 | 2
CCOc1ccc(-n2c(SCC(=O)Nc3ccc(CC)cc3)nc3n[nH]c(C)c3c2=N)cc1 | 3 | 7 | 2 | -3 | -6 | -3 | 0 | -8 | -3
NNC(=O)CCc1c[nH]c2ccccc12 | 6 | 3 | 3 | 4 | -3 | 5 | 5 | 7 | -1

Three entries already listed, sorted by the number in pPAFAH inh, ascending.
| SMILES | pPAFAH inh |
| --- | --- |
| COc1cccc(CN2CC(C(=O)NCCN3CCOC3=O)CCC2=O)c1 (configuration not stated) | -3 |
| CCOc1ccc(/C=C2\NC(=S)NC2=O)cc1 | 1 |
| COc1ccccc1Cc1nc(-c2ccncc2)no1 | 4 |

Additional results follow:
SMILES | GSTO1 counter | pPAFAH inh | PREPL inh | LYPLA2 counter | PAD4 FP inh | PAFAH1B3 inh | PAFAH1B2 inh | PME-1 inh | LYPLA1 inh
COc1cccc(C2/C(=C(\O)c3ccc4c(c3)OCCO4)C(=O)C(=O)N2Cc2cccnc2)c1 (configuration not stated) | 4 | 2 | 14 | -1 | 0 | 2 | 1 | -5 | 0
Brc1ccc(-c2nnc(-c3cccc(Br)c3)o2)cc1 | -7 | -1 | 4 | -7 | -12 | 0 | 1 | -9 | -1
COc1ccccc1N1CC(C(=O)Nc2nnc(SCc3ccccn3)s2)CC1=O (configuration not stated) | -5 | 3 | -5 | 1 | -2 | 0 | 5 | 0 | 0
CC(=O)Nc1ccc(OCC(O)Cn2ccnc2C)cc1 (configuration not stated) | 2 | 2 | 1 | 2 | -3 | -1 | 0 | -6 | 2
COc1cc2[nH]cc(C(=O)NCc3ccccc3)c(=O)c2cc1OC | -4 | -3 | -50 | 6 | -1 | 12 | 1 | -8 | -2
O=C(Cn1c(COc2ccccc2)nc2ccccc21)Nc1cc(Cl)ccc1Cl | -2 | 2 | -7 | -5 | 5 | -4 | 2 | -2 | -2
O=c1c2ccccc2nnn1Cc1ccccc1Cl | 3 | 3 | 12 | 3 | -6 | 9 | -1 | 4 | -3
O=C(Nc1ccc(Cl)c(S(=O)(=O)N2CCOCC2)c1)c1ccccn1 | 5 | 4 | 7 | 2 | -1 | 4 | 6 | -4 | 4
O=C(CN1CCN(c2ccccc2)CC1)N1CCN(c2ccccc2)CC1 | 5 | -3 | 17 | 5 | 9 | -3 | 0 | -1 | 0
COC(=O)C1=C(C)N(c2ccc(F)cc2)C(=O)C1 | -10 | 0 | 5 | -1 | -4 | 5 | 4 | -2 | 2
COc1ccc(C(=O)c2oc3nc(C)cc(C)c3c2N)cc1 | -8 | 3 | 9 | 6 | 2 | -2 | 7 | 3 | 1
COc1ccccc1OCC(=O)NCc1nc(-c2ccccc2)no1 | 5 | 3 | -24 | 2 | 0 | -1 | 3 | 2 | -1
COCC(=O)N(Cc1cc2ccc(C)cc2[nH]c1=O)c1ccc(C)cc1C | -1 | 5 | -3 | 3 | -1 | 0 | 5 | -2 | 2
CC1=CC(C)(C)Nc2ccc(OC(=O)C(Cc3ccccc3)N3C(=O)c4ccccc4C3=O)cc21 (configuration not stated) | -1 | -2 | 14 | -3 | -4 | 3 | 1 | 2 | -5
CS(=O)(=O)N(CC(=O)NCCSc1ccccn1)c1ccc(F)cc1 | 4 | 0 | 13 | 7 | -1 | 5 | -2 | 7 | 2
COc1ccc(Oc2cccc(Cl)c2CNC(=O)CCC(=O)O)cc1 | 1 | 3 | -4 | -2 | 0 | 7 | 8 | -2 | 2
CC(=O)c1ccc(NC(=O)COc2ccccc2C(=O)Nc2ccc(C)cn2)cc1 | 3 | 0 | -2 | -4 | -5 | 7 | 6 | -4 | 3
COc1cc(CNC(=O)CCCC/C=C/C(C)C)ccc1O | 10 | 25* | 2 | -3 | 0 | 5 | 3 | -6 | -4
O=C(O)COc1ccccc1/C=C1\SC(=S)N(NC(=O)c2ccccc2O)C1=O | 2 | 10 | -6 | 3 | -10 | -13 | -1 | 3 | 0
Cc1nc(NCc2ccco2)c2c3c(sc2n1)CCC3 | 4 | -1 | 2 | -12 | -5 | 11 | 2 | -9 | -5

Continued; it opens with the 2 that closed the last part.
SMILES | GSTO1 counter | pPAFAH inh | PREPL inh | LYPLA2 counter | PAD4 FP inh | PAFAH1B3 inh | PAFAH1B2 inh | PME-1 inh | LYPLA1 inh
O=C(O)COc1ccccc1/C=C1\SC(=S)N(NC(=O)c2ccccc2O)C1=O | 2 | 10 | -6 | 3 | -10 | -13 | -1 | 3 | 0
Cc1nc(NCc2ccco2)c2c3c(sc2n1)CCC3 | 4 | -1 | 2 | -12 | -5 | 11 | 2 | -9 | -5
Cc1cc(S(=O)(=O)NCc2ccccc2)ccc1OCC(=O)NCc1cccnc1 | 7 | 3 | -3 | 7 | 1 | -2 | 5 | 5 | 1
CCC(C)[C@H](NC(=O)N1CCCCCC1)C(=O)O (some centres not stated) | -12 | -1 | 20 | -4 | -2 | 7 | 0 | 7 | 3
CCc1c(C)nc2ncnn2c1NCCc1ccc(OC)c(OC)c1 | 3 | -3 | 3 | 2 | 4 | 2 | 1 | -3 | -1
CN(C)CCCCOc1ccccc1-c1ccccc1 | 3 | 1 | 5 | -5 | 1 | -3 | 2 | -1 | 4
COc1ccc(NC(=O)c2sc3nc(N4CCOCC4)c4c(c3c2N)CC(C)(C)OC4)cc1 | 0 | -3 | -1 | -5 | 0 | 5 | 11 | -4 | -1
